# PvdQ acylase: P. aeruginosa PvdQ acylase inhibition; 340,000 tested, 0.063% active; purified PvdQ acylase, fluorescence plate reader; inhibition, % at 10 µM; in the data active = inhibition above about 30%, passing the limit was not always enough; inconclusive = no clear call, values can overlap the other calls;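 also: 0% = vehicle neutral wells and 100% = reference inhibitor wells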
# dFosB act: activators of mouse delta FosB homodimer. 340,000 tested, 0.99% active. purified delta FosB, TAMRA-CDK5 oligo fluorescence polarization; percent of positive-control signal above neutral wells. P13346. AID 493131. activation, % at 25 µM;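 active = mean activation above about 17%, with every replicate also reaching it, limit read from the data, passing the limit was not always enough; inconclusive = only one of the two conditions met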;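 also: fluorescence polarization rise as delta FosB binds a TAMRA Cdk5 AP-1 oligo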
# Target sequence (P13346 whole entry, looked up): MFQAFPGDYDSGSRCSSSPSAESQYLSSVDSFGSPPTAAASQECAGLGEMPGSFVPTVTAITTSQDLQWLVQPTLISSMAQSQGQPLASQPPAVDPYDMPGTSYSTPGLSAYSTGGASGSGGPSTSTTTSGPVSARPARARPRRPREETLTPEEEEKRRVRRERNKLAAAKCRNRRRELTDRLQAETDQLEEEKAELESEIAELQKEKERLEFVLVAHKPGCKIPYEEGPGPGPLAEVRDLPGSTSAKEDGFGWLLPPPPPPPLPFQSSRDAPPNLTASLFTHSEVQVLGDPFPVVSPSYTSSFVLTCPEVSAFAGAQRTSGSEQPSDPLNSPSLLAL
# SR-BI uptake up: activators of SR-BI mediated HDL lipid uptake; 320,000 tested, 0.096% active; CHO ldlA[mSR-BI] cells, DiI-HDL uptake fluorescence, 3 h; 100 = double the neutral-control signal; AID 504775; activation, % at 12.5 µM;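 active = mean replicate activation of at least 60% and every replicate at or above 60%; inconclusive = mean or all-replicate condition met, but not both; inactive = mean below 60% and not all replicates reaching 60%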;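 also: 0% = median plate neutral-control signal and 100% = twice that signal; values of inactives mirror those of a sister screen read the other way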
#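 Test system: SR-BI-overexpressing, LDLR-lacking CHO cells. Measured by: DiI fluorescence, bottom read. Medium: Ham's F12 with 0.5% BSA, HEPES 25 mM, pH 7.4. Timing: 3 h uptake period with compound, 37 °C.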
# NSD2 inh: blocks human histone methyltransferase NSD2 | O96028 | NSD2 peptide methylation, AlphaScreen, 120 min | inhibition, % at 12.5 µM | 310,000 tested, 0.54% active; in the data active = inhibition above about 50%
# SR-BI HDL uptake: mouse SR-BI HDL lipid transfer inhibition. Q61009. ldlA[mSR-BI] CHO cells, DiI-HDL uptake fluorescence, 3 h. inhibition, % at 12.5 µM. 320,000 tested, 0.96% active. AID 488896;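 active = mean replicate inhibition of at least 70% and a set share of replicates each scoring 70 or more; inconclusive = meets just one of the two criteria; inactive = fails both criteria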;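 also: 0% = median of neutral control wells and 100% = median of positive control wells; values of inactives mirror those of a sister screen read the other way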
# Target sequence (Q61009 whole entry, looked up): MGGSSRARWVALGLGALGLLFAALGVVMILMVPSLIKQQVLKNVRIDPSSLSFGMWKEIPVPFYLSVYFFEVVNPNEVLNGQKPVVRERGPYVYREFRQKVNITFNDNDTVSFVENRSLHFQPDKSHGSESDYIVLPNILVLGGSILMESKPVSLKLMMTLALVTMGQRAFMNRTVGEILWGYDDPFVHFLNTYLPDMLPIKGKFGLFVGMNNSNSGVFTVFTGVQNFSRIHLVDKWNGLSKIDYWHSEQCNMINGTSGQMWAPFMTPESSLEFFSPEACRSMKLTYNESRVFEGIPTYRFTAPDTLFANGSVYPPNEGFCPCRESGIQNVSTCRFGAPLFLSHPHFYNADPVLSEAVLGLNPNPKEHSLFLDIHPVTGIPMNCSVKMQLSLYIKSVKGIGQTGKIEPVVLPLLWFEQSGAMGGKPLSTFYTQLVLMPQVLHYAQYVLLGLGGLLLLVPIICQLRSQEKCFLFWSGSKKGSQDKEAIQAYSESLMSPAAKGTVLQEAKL
# CAL PDZ FP-1: inhibitors of human CAL PDZ peptide binding. purified CAL PDZ, TMR-peptide fluorescence polarization, 1 h. 330,000 tested, 0.02% active. AID 504414. inhibition, % at 20 µM;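 active = highest replicate inhibition of at least 40%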;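 also: plate controls were DMSO neutral control wells for no effect and unlabeled competitor peptide control wells for full effect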
#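 Material: tagged CAL PDZ domain; buffer or medium: 25 mM sodium phosphate pH 7.4, 150 mM NaCl, TCEP, IgG, Thesit; compound dosing: single point, 20 µM; schedule: 1 h incubation at room temperature before polarization reading; measured by: FP readout, S and P plane fluorescence; read-out basis: percent inhibition from loss of millipolarization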
# CAL PDZ FP-2: blocks peptide binding to the human CAL PDZ domain; inhibition, % at 24.9 µM; Q9HD26; 300,000 tested, 0.92% active; AID 602252; purified CAL PDZ, TMR-peptide fluorescence polarization, 1 h;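 active = mean inhibition of at least 30% with at least half of replicates also reaching 30%; inconclusive = no clear call, values can overlap the other calls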;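 also: 0% = DMSO neutral control and 100% = excess unlabeled competitor peptide PRC23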
# PfHsp90 yeast 2: inhibits growth of yeast expressing Plasmodium falciparum Hsp90 | 310,000 tested, 0.32% active | S. cerevisiae expressing PfHsp90, BacTiter-Glo ATP, 48 h; yeast lacking PDR1 and PDR3 efflux regulators | inhibition, % at 9.4 µM;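 active = every replicate shows inhibition above about 80%, whatever the replicate mean, limit read from the data; inconclusive = mean inhibition reaches the set limit but some replicate falls short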;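 also: 0% = DMSO neutral controls and 100% = 20 µM radicicol positive controls; yeast relying on Plasmodium falciparum Hsp90 in place of its own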
# Rtt109 HAT inh: C. albicans Rtt109 histone acetyltransferase inhibition. Q5AAJ8. purified Rtt109/Vps75, ThioGlo CoA-SH fluorescence, 4 h. inhibition, % at 34.9 µM. 330,000 tested, 0.16% active. AID 540336;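 active = inhibition of at least 50% in every replicate; inconclusive = best replicate reaches 50% inhibition but some replicates fall short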
# MITF TRPM1 HTS: increases MITF-driven TRPM1 promoter luciferase signal; SK-MEL-5 TRPM1-promoter luciferase, 24 h; % of positive control, neutral wells = 0; activation, % at 12.5 µM; 300,000 tested, 0.75% active; AID 588334;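 active = mean activation of at least 80% with every replicate also reaching 80%; inconclusive = mean reaches 80% but some replicate falls short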;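 also: 0% = neutral control wells and 100% = parthenolide positive control wells; values of inactives mirror those of a sister screen read the other way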
# * marks the source's active call; other numbers are inactive results; ? = inconclusive; . = no result given. Rows are unselected (roughly 4.3% active in at least one column).
SR-BI uptake up	MITF TRPM1 HTS	NSD2 inh	Rtt109 HAT inh	CAL PDZ FP-1	PfHsp90 yeast 2	dFosB act	SR-BI HDL uptake	CAL PDZ FP-2	PvdQ acylase	SMILES
0	.	-1	-1	-1.7	.	-8	0	11	-12	CCC(C)(C)n1nnnc1C(c1ccc(C)cc1)N1CCN(Cc2ccc3c(c2)OCO3)CC1 (configuration not stated)
-3	.	34	1	-0.8	1	3	3	0	2	CCOC(=O)N1CCN(C(=O)c2ccc(N3C(=O)CCC3=O)cc2)CC1
7	1	4	-2	0.2	9	-1	-7	.	-24	CCCCC(CC)CNCc1cccn1CCN1CCOCC1 (configuration not stated)
34	.	0	2	-0.7	2	6	-34	3	-5	CC(=O)Oc1ccc(C(=O)NCc2ccco2)cc1
19	-1	-3	3	-0.4	9	5	-19	1	11	Cc1ccccc1CNC1CCCCC1
17	14	1	-25	-0.5	-82	-6	-17	.	-24	COc1ccc(OC)c(S(=O)(=O)Nc2ccc(O)c(Sc3ncn[nH]3)c2)c1
-11	-6	.	-1	-0.7	19	-3	11	2	-13	CC(C)c1cc(C(=O)O)n(-c2ccccc2)n1
-6	.	-1	11	-1.1	3	-2	6	.	-2	CN(c1ccc(OCc2nnc(-c3ccccc3)o2)cc1)S(=O)(=O)c1ccccc1
-7	-10	-5	21	-0.1	-15	-5	7	-5	12	COCCC1CCCCN1C(=O)c1cccc(OC2CCN(S(C)(=O)=O)CC2)c1 (configuration not stated)
6	-9	1	18	-4.5	18	-10	-6	-4	13	COc1cc(/C=N/N=C/c2cc(OC)c(O)c(OC)c2)cc(OC)c1O
20	10	1	-4	-0.3	6	0	-20	-1	-2	O=C(COC(=O)c1ccc(Br)o1)NCc1ccco1
4	1	0	5	0.8	-27	3	-4	-3	5	N#CC12CCCCC1CC1CCCCC1(C#N)N2Cc1cccnc1 (configuration not stated)
7	-5	2	0	-3.3	4	-20	-7	0	-8	Cc1ccc(NC(=O)CSc2nnc(-c3cccs3)n2Cc2ccco2)cc1
1	-3	0	-4	-2.5	-10	4	-1	-2	-7	Cc1ccc(CNC(=O)[C@@H](NC(=O)Cc2ccccc2)C(C)C)cc1
-3	1	8	3	-1.9	-7	4	3	-1	-10	CCOC(=O)C1CSc2[nH]c(=O)sc2C1c1ccccc1 (configuration not stated)
2	1	.	-8	-1.3	-21	6	-2	1	-6	NCCc1ccn[nH]1
19	-33	.	.	-3.2	5	-13	-19	0	-3	COc1ccc(/C=C2/SC(=O)N(CCCCCC(=O)Nc3ccccc3C(=O)O)C2=S)cc1
-21	-2	.	3	-3.7	4	2	21	.	-21	N#Cc1nc(-c2ccc(F)cc2)oc1NCCN1CCOCC1
6	-6	-7	.	-0.7	-27	-6	-6	-8	-13	Cc1c(Cl)cccc1NC(=S)NN
-20	7	-4	-4	-2.5	4	1	20	-1	-5	O=C(N/N=C/c1ccc(O)cc1)c1cccc(C(F)(F)F)c1
19	0	-2	4	-0.3	4	-13	-19	-9	-6	O=C(Nc1cc(S(=O)(=O)N2CCOCC2)ccc1N1CCOCC1)c1ccccc1F
-2	3	7	-4	0.4	17	-4	2	-3	3	O=C(C[n+]1cc(Br)cc(Br)c1)c1cccc([N+](=O)[O-])c1
22	9	-2	-7	-2.2	-4	-6	-22	-2	-5	CCOC(=O)c1c(C)oc(NC(=O)CCl)c1C(=O)OCC
-42	5	0	-1	-0.9	-7	-5	42	-1	-15	COc1cccc(OC)c1C(=O)NC(=S)Nc1ccc(N2CCOCC2)c(Cl)c1
11	15	0	11	-3.0	-3	5	-11	-1	-19	O=C(CCN1CCN(C/C=C/c2ccccc2)CC1)Nc1ccccc1F
13	4	-1	6	0.0	3	-1	-13	-5	0	Cc1cc([N+](=O)[O-])nn1CC(=O)N1CCCc2ccccc21
-12	6	11	44	-2.5	4	-8	12	-5	10	COc1ccc(C(=O)/C=C2/Sc3cc4c(cc3N2C)OCO4)cc1
13	-11	-1	-13	0.0	.	-6	-13	.	-15	CCc1ccccc1NC(=O)Cn1nnc(-c2cccnc2)n1
-70	19	-1	12	-2.5	41	-15	70	-1	-13	COc1ccc(C(=O)Nc2nc(CC(=O)NCCc3ccccc3OC)cs2)cc1
2	19	.	1	-1.3	5	35*	-2	3	2	O=C(c1ccc(F)cc1)n1c(NCc2ccccc2)n[nH]c1=S

# A different layout for part of the listing above.
CC(=O)Oc1ccc(C(=O)NCc2ccco2)cc1
  SR-BI uptake up: 34 | MITF TRPM1 HTS: . | NSD2 inh: 0 | Rtt109 HAT inh: 2 | CAL PDZ FP-1: -0.7 | PfHsp90 yeast 2: 2 | dFosB act: 6 | SR-BI HDL uptake: -34 | CAL PDZ FP-2: 3 | PvdQ acylase: -5
Cc1ccccc1CNC1CCCCC1
  SR-BI uptake up: 19 | MITF TRPM1 HTS: -1 | NSD2 inh: -3 | Rtt109 HAT inh: 3 | CAL PDZ FP-1: -0.4 | PfHsp90 yeast 2: 9 | dFosB act: 5 | SR-BI HDL uptake: -19 | CAL PDZ FP-2: 1 | PvdQ acylase: 11

# More structures.
SR-BI uptake up	MITF TRPM1 HTS	NSD2 inh	Rtt109 HAT inh	CAL PDZ FP-1	PfHsp90 yeast 2	dFosB act	SR-BI HDL uptake	CAL PDZ FP-2	PvdQ acylase	SMILES
-10	-12	1	0	-0.6	0	-11	10	0	-2	CCOCCCNC(=S)N1CCC(NC(=O)C23CC4CC(CC(C4)C2)C3)CC1
12	-1	.	3	-0.3	7	0	-12	-4	-3	COc1cc(C2SCC(=O)N2c2c(C)n(C)n(-c3ccccc3)c2=O)ccc1O (configuration not stated)
59	-1	-4	-4	-2.3	6	2	-59	0	5	COCCNC(=O)C(=O)Nc1cc2c3c(c1)CCC(=O)N3CCC2
7	41	2	-27	-1.7	4	-10	-7	-2	1	O=C(CSc1ccc2nc(-c3ccccc3)cn2n1)NCC1CCCO1 (configuration not stated)
-38	.	-3	.	-0.6	10	?	38	0	-16	O=C(NCc1ccccc1)C(c1ccc(F)cc1)N(Cc1ccc2c(c1)OCO2)C(=O)Cn1nnc(-c2cccs2)n1 (configuration not stated)
32	-9	0	-9	-2.5	-13	-3	-32	-3	-6	CCCCCCCCC(=O)N/N=C(\C)c1ccc(O)cc1O
38	1	-4	4	-1.6	.	-10	-38	-2	-3	O=C(NC1CCCC1)C1(c2ccccc2)CCN(S(=O)(=O)c2ccccc2)CC1
13	1	-4	13	0.4	-2	5	-13	-2	5	Cn1c(=O)c2c(ncn2CC(=O)OCC(=O)NC(c2ccccc2)c2ccccc2)n(C)c1=O
-29	.	7	-2	-0.2	13	-9	29	-2	-13	CC(=O)c1c(C)[nH]c(C(=O)N2CCN(S(=O)(=O)c3ccc(C)cc3C)CC2)c1C
22	-1	-4	-8	-0.2	-2	-6	-22	1	-7	Cc1ccc(NC(=O)CC(O)(C(F)(F)F)C(F)(F)F)c(Br)c1
31	1	-4	-2	-2.5	16	-2	-31	-2	-17	Cn1c(COc2nnc(-c3ccc(Cl)cc3)c3ccccc23)nc2ccccc21
14	29	-1	0	-2.7	18	-3	-14	-2	-10	COc1cccc(OCC(=O)NNC(=O)Cc2cccs2)c1
3	6	1	.	-0.7	-16	-1	-3	17	-14	O=C(COC(=O)CCc1nc2ccccc2c(=O)[nH]1)Nc1c(Cl)cccc1C(F)(F)F
.	-2	0	-5	0.5	0	2	.	-1	0	Cc1nc(S(=O)(=O)c2ccc(Cl)cc2Cl)nc2c1CCC2
17	16	-7	7	-0.7	13	-2	-17	49*	-16	CC1CCN(C(=O)COc2ncnc3ccccc23)CC1
-10	-8	-2	6	0.4	2	1	10	.	3	Cc1ccc(O)c(NC(=O)CSc2ccc(Cl)cc2)c1
19	-7	5	1	0.1	-34	-2	-19	-1	-13	O=C(CCl)N1c2ccccc2OCC1c1ccccc1 (configuration not stated)
-15	-2	3	-31	-2.7	-28	-4	15	-1	-10	Cc1cc(C)c2nc(N(CCN(C)C)C(=O)c3ccc(S(=O)(=O)N(C)CC4CCCO4)cc3)sc2c1 (configuration not stated)
1	-3	.	2	0.4	-3	4	-1	-2	-1	Cc1ccccc1-c1nc2c(s1)CCc1onc(-c3cccc([N+](=O)[O-])c3)c1-2
6	-5	-2	2	-3.5	43	2	-6	-1	-8	CC(=O)NS(=O)(=O)c1ccc(N=NN2CCOCC2)cc1
3	52	1	1	0.6	-12	-5	-3	35*	2	COC(=O)/C=C/COc1ccccc1[N+](=O)[O-]
-6	-9	2	.	-1.9	10	-6	6	0	-11	CC(C)(O)C#Cc1ccc(CN2CCN(Cc3ccsc3)C(CCO)C2)s1 (configuration not stated)
3	-4	-1	2	-0.8	9	0	-3	1	-9	COCCCNC(=O)Cn1c(=O)n(CCCCCC(=O)NCc2ccc3c(c2)OCO3)c(=O)c2sccc21
5	.	1	1	-1.0	.	1	-5	-1	-13	COCc1[nH]nc2c1C(c1ccccc1Cl)C(C#N)=C(N)O2 (configuration not stated)
13	2	5	3	-0.5	-10	4	-13	-1	-6	CCC(COC(=O)Nc1cccc(C)c1C)NC(=O)OCC(C)C (configuration not stated)
176*	.	-3	3	.	.	-13	-176	-4	-9	CCCCOC(=O)c1[nH]c(C)c(C(=O)OC)c1C
-68	-2	1	-8	-1.8	-30	34*	68	.	2	Cc1cc(C)cc(OCC(=O)Nc2ccc(-n3cnnn3)cc2)c1
-28	-3	7	.	-1.5	-6	-15	28	-3	-1	Cc1ccc(N(CN2C(=O)c3ccccc3C2=O)C(=O)c2ccc([N+](=O)[O-])cc2[N+](=O)[O-])cc1
-50	-7	-1	-4	0.2	26	4	50	-14	-12	CNS(=O)(=O)c1cccc(C(=O)NNC(=O)c2ccc(COc3ccccc3)cc2)c1
0	-7	35	6	0.2	-9	4	0	1	-13	COc1ccc(-c2cc(N)n(CCC#N)n2)c(OC)c1
-1	2	.	10	-0.8	4	3	1	0	10	CC(C)(O)c1cc2ccc(C#CCCN3C(=O)c4ccccc4C3=O)cc2c(=O)o1
27	28	1	6	-1.1	-6	1	-27	0	11	COc1ccc(NC2=CC(=O)N(C)C2=O)cc1
29	-1	-4	.	-2.7	13	-1	-29	-1	4	CN(C)C(CNC(=O)CNC(=O)c1ccc2ccccc2c1)c1ccccc1 (configuration not stated)
14	0	.	7	-1.1	4	-2	-14	34*	-4	Cc1ccc(O)c(NC(=S)NC(=O)C(C)C)c1
-26	-4	-1	-3	-0.8	-3	-7	26	.	-6	COc1cccc(C(=O)NN/C(C)=C/C(=O)C(F)(F)C(F)(F)C(F)(F)F)c1
15	-11	0	-1	-0.2	13	-6	-15	3	-9	CSc1nc2oc3c(c2c2nncn12)CC(C)(C)SC3
-45	.	1	4	0.6	-8	-9	45	.	-16	COC(=O)N/N=C/c1cn(CCOc2ccccc2)c2ccccc12

# High-throughput results as filed in PubChem.
